PfGluPho inh = PfG6PD (Plasmodium falciparum) enzyme inhibition; PfGluPho enzyme, NADPH resazurin-diaphorase fluorescence; 350,000 tested, 0.78% active; inhibition, % at 20 µM;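 active means inhibition reaching at least a set limit at 20 µM in the primary screen, cut at about 59% in these data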;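 further: 0% = DMSO wells with substrate and 100% = DMSO wells lacking glucose-6-phosphate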
SENP8 block-1 = inhibitors of human SENP8 protease. purified SENP8, Z-RLRGG-aminoluciferin cleavage, luminescence. inhibition, % at 10 µM. 330,000 tested, 1.2% active. AID 2540; in the data active means inhibition above about 50%
Target sequence (Q96LD8 whole entry, looked up): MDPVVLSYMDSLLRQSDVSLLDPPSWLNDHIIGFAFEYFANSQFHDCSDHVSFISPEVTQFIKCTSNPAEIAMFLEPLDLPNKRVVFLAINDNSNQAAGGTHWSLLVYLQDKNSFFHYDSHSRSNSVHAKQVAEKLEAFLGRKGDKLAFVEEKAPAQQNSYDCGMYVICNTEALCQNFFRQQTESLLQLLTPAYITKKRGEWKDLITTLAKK
Apaf1 inhib = human Apaf-1 inhibition. O14727. reconstituted apoptosome caspase-3 activity, DEVD-Rh110 fluorescence. inhibition, % at 20 µM. 330,000 tested, 0.71% active. AID 489030; active means inhibition of at least 40% at 20 µM;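 further: plate controls were DMSO wells for no effect and DEVD-CHO caspase inhibitor wells for full effect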
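Material: reconstituted apoptosome with Apaf-1, cytochrome c, caspase-9, procaspase-3, dATP. Technique: Rh110 fluorescence intensity. Buffer or medium: pH 7.5 Hepes buffer with CHAPS, BSA, DTT. Times: 30 min plus 50 min, RT.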
HKDC1 inhibitor = blocks human hexokinase HKDC1 activity; recombinant HKDC1, G6PDH/diaphorase resazurin coupled fluorescence; inhibition, % at 20 µM; 340,000 tested, 0.16% active; AID 493160;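 active means inhibition above about 35% when tested at 20 µM, limit read from the data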;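 further: plate controls were DMSO wells with enzyme for no effect and DMSO wells lacking enzyme for full effect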
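Assay system: recombinant HKDC1 hexokinase; detection: coupled resazurin fluorescence, excitation 525 nm, emission 613 nm; benchmarks: DMSO-plus-enzyme-mix negative control, buffer-substituted positive control; compound dosing: single 20 µM dose; schedule: 90 min at room temperature in dark; also added: glucose plus 1 mM ATP as hexokinase substrates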
SENP8 block-2 = blocks human SENP8 cleavage of Nedd8 substrate. Q96LD8. inhibition, % at 20 µM. recombinant SENP8, Nedd8 substrate fluorescence. 360,000 tested, 0.64% active. AID 602440; in the data active means inhibition mostly above about 40%, no sharp cut-off; inactive means mostly below about 27%
NALP3 yeast inh = blocks the NALP3 inflammasome reconstituted in yeast; AID 2825; Yeast reconstituted NLRP3/ASC/caspase-1, beta-gal luminescence, 24 h; inhibition, % at 10 µM; 330,000 tested, 0.39% active;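 active means inhibition of 50% or more; inactive means inhibition below 50%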;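 further: plate controls were induced DMSO wells for no effect and uninduced yeast grown without galactose for full effect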
SENP7 block = SENP7 protease inhibition. Q9BQF6. recombinant SENP7, Z-RLRGG-aminoluciferin luminescence, 40 min. inhibition, % at 5 µM. 330,000 tested, 1.5% active. AID 434973;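 active means inhibition above about 50% at the single test dose, limit read from the data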;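 further: plate controls were DMSO with enzyme for no effect and no enzyme buffer wells for full effect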
Target sequence (Q9BQF6 706-1050 limits assumed): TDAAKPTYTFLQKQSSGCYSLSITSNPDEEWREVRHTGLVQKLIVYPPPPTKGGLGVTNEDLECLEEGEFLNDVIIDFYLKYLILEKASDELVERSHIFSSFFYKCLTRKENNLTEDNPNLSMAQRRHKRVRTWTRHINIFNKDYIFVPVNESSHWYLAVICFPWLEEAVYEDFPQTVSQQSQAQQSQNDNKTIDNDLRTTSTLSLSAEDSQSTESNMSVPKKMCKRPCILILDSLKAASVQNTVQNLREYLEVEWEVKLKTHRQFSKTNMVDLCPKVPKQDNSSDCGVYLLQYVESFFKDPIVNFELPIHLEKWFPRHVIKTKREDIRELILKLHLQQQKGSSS
SENP6 block = blocks the human protease SENP6. Q9GZR1. Recombinant SENP6 catalytic domain, aminoluciferin luminescence. inhibition, % at 10 µM. 330,000 tested, 1.8% active;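 active means inhibition above about 50% at the single tested dose, limit read from the data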;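 further: plate controls were DMSO wells with enzyme for no effect and DMSO wells lacking enzyme for full effect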
SENP1 FRET inh = inhibitors of human SENP1 SUMO protease catalytic domain; Q9P0U3; recombinant SENP1 catalytic domain, CyPet-SUMO1-YPet FRET cleavage; inhibition, % at 10 µM; 360,000 tested, 0.21% active;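 active means inhibition at least 30% at 10 µM, raw YFP signal under a set limit, fluorescence ratio 0.5 to 1.5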;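 further: 0% = enzyme with DMSO and 100% = no enzyme wells; some results filed as inactive read as strong as hits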
Target sequence (Q9P0U3 419-644 limits assumed): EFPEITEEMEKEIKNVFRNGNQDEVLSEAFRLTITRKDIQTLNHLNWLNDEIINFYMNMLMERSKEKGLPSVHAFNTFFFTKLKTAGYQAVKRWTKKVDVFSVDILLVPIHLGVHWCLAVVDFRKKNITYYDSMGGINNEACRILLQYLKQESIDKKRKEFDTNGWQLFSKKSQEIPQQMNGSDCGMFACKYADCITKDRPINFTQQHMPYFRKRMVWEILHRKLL
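system = hSENP1 catalytic domain, recombinant | reagent = SFCypet-SUMO1-SFYpet substrate at 25 nM | doses = one dose per compound, 10 µM, 0.5% DMSO | incubation = enzyme reaction for 50 min at room temperature, dark | measured by = FRET, CFP and YFP emission | controls = no-enzyme low, enzyme-DMSO high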
* hit, by the source's call; i = inactive.

compound | PfGluPho inh | SENP8 block-1 | Apaf1 inhib | HKDC1 inhibitor | SENP8 block-2 | NALP3 yeast inh | SENP7 block | SENP6 block | SENP1 FRET inh
COc1ccc(/C=C(/NC(=O)c2cccs2)C(=O)Nc2ccc(C)cc2)cc1OC | -12 | 2 | 5 | -8 | 17 | 18 | 5 | 3 | 0
CCN(C#N)c1nc(N(C)C)nc(N(C)C)n1 | -4 | -9 | 2 | -9 | 12 | 18 | -10 | -13 | -3
Cc1c(OC(C)C(=O)O)ccc2c3c(c(=O)oc12)CCCC3 (stereo not given) | 4 | 7 | 3 | -2 | -300 | 19 | 4 | 21 | -3
O=C(/C=C/c1ccc([N+](=O)[O-])s1)N1CCCCC1 | 16 | -7 | 13 | 1 | 39 | 17 | -5 | -41 | -2
C/C(=N\NC(=S)NCc1ccccc1)c1ccccc1 | -2 | 0 | -9 | 1 | 22 | -10 | -2 | -8 | 3
O=C(NC(Cc1c[nH]c2ccccc12)C(=O)O)/C(=C\c1ccc2c(c1)OCO2)NC(=O)c1ccccc1 (stereo not given) | -4 | -6 | -11 | -4 | 11 | 9 | -4 | -8 | -6
CC(C)CC(=O)NC(=S)Nc1ccc(CN2CCOCC2)cc1 | -8 | 0 | 1 | -8 | 22 | 10 | 1 | -37 | -1
CN1CCCCCC1=NC1=C(C#N)CCCC1 | -16 | 1 | 0 | -1 | 5 | 3 | 0 | 5 | 1
CNC(=O)C1CCN(C(=O)c2ccc(-c3ccccc3)cc2)CC1 | 13 | -8 | -1 | -4 | 32 | 18 | 2 | 11 | 2
CCN(C(=O)C1CCN(S(=O)(=O)c2cccc3nonc23)CC1)c1ccccc1 | -6 | 3 | 8 | -1 | 8 | 9 | 6 | -23 | 3
O=C(Nc1ccc(C(=O)O)cc1)/C(=C\c1ccc2c(c1)OCO2)NC(=O)c1ccco1 | -13 | -2 | -6 | -10 | -20 | 2 | 3 | -8 | 2
Fc1cccc(CO/N=C/c2c(-c3ccccc3)nc3ccc(Cl)cn23)c1 | 2 | -2 | -7 | 2 | -24 | 3 | -1 | -13 | -1
CCCCCCn1c(N2CCC(C)CC2)nc2c1c(=O)[nH]c(=O)n2C | 5 | 2 | 12 | -1 | 16 | 3 | 0 | 13 | 0
COc1cccc(-c2nc(-c3ccncc3)no2)c1 | -4 | 70* | 2 | -5 | 1 | -2 | 80* | 78* | 1
C/C(=N\NC(=O)COc1ccc(C(C)(C)C)cc1)c1cc2ccccc2o1 | -2 | 5 | 6 | -4 | 14 | 16 | 3 | -5 | 1
CC(C)Cn1c(SCC(=O)c2c(N)n(C)c(=O)n(C)c2=O)nc2ccccc21 | 9 | -13 | 17 | -6 | 14 | 9 | -9 | -4 | -1
Cc1noc(C)c1COC(=O)/C=C/c1ccc(Cl)cc1 | -6 | -2 | 9 | -8 | 10 | 37 | 9 | -25 | 1
C/C(=N/NC(=O)CNC(=O)c1ccccn1)c1ccccc1 | 13 | 5 | -8 | -8 | 13 | 11 | 3 | 4 | 1
CCOCCCNC(=O)C(NC(=O)CNC(=O)c1ccccc1)c1ccccc1 (stereo not given) | -13 | -3 | 0 | 1 | 3 | -6 | -5 | -4 | 1
COc1ccccc1NC(=O)CN1C(=O)NC2(CCCCCCC2)C1=O | 8 | 0 | 3 | -5 | -10 | 7 | 5 | -22 | 2
Cc1cc(C)nc(N/N=C/c2cccc3ccccc23)n1 | 14 | -11 | -4 | 5 | -5 | 31 | -3 | 0 | -3
C=C(C)C1CC=C(C)/C(=N/NC(=O)c2cccc([N+](=O)[O-])c2)C1 (stereo not given) | 8 | -9 | 4 | -10 | 20 | 15 | 11 | 6 | 1
Cc1cc(NS(=O)(=O)c2ccc(NC(=O)c3cccc(OC(F)F)c3)cc2)nc(C)n1 | -14 | 2 | -1 | -8 | 3 | 18 | 3 | -35 | -1
CC1Cc2ccccc2N1C(=O)COC(=O)c1n[nH]c(=O)c2ccccc12 (stereo not given) | -6 | -8 | 5 | -1 | 11 | 11 | -13 | -13 | 1
COc1ccc(-n2cnc3sc4c(c3c2=O)CCCC4)cc1 | 5 | 0 | 7 | -2 | 6 | 18 | 3 | 5 | -3
C[C@@H]1CN([C@H](C)CO)C(=O)c2cc(NC(=O)Cc3cn(C)c4ccccc34)ccc2O[C@H]1CN(C)S(=O)(=O)c1ccc(F)cc1 | -19 | -11 | 36 | 1 | -8 | -17 | -7 | -5 | -6
CCNC(=S)N1CCCC(c2nc3ccc(C)cc3[nH]2)C1 (stereo not given) | 0 | 2 | -6 | -10 | -5 | 14 | 1 | -11 | -2
COc1ccc(NC(=O)C(OC(=O)c2cnccn2)c2ccccc2)cc1Cl (stereo not given) | 8 | 5 | 14 | -5 | 4 | 14 | 5 | -5 | 0
CN(CC(=O)N1CCC(C(N)=O)CC1)S(=O)(=O)c1ccc2ccccc2c1 | -10 | 16 | 3 | -5 | 10 | 25 | -28 | -1 | 4
CCC(C)C(NC(=O)c1ccccc1NC(=O)c1ccco1)C(=O)NNC(=O)c1ccncc1 (stereo not given) | -9 | 6 | -8 | 6 | -24 | 9 | -5 | -7 | 1

A run of entries from further up:
compound | PfGluPho inh | SENP8 block-1 | Apaf1 inhib | HKDC1 inhibitor | SENP8 block-2 | NALP3 yeast inh | SENP7 block | SENP6 block | SENP1 FRET inh
CN(CC(=O)N1CCC(C(N)=O)CC1)S(=O)(=O)c1ccc2ccccc2c1 | -10 | 16 | 3 | -5 | 10 | 25 | -28 | -1 | 4
CCC(C)C(NC(=O)c1ccccc1NC(=O)c1ccco1)C(=O)NNC(=O)c1ccncc1 (stereo not given) | -9 | 6 | -8 | 6 | -24 | 9 | -5 | -7 | 1

Next structures follow:
compound | PfGluPho inh | SENP8 block-1 | Apaf1 inhib | HKDC1 inhibitor | SENP8 block-2 | NALP3 yeast inh | SENP7 block | SENP6 block | SENP1 FRET inh
CCC(O)CC(C(=O)NNc1ccccc1)C(=O)NNc1ccccc1 (stereo not given) | 5 | -4 | 1 | -12 | 5 | 21 | 2 | 0 | 1
CC(=O)c1cccc(OCC(=O)Nc2cc(Cl)ccc2-n2cncn2)c1 | 17 | -7 | 7 | -4 | 4 | 11 | 1 | -17 | 0
CC1CC(C)CN(C(=O)c2ccc(S(=O)(=O)N3CC(C)CC(C)C3)cc2)C1 (stereo not given) | 4 | -8 | 19 | -6 | 1 | 18 | -12 | 5 | -3
CCOC(=O)N1CCN(C(=O)Cn2nc(C)c3sc4ccccc4c3c2=O)CC1 | -19 | -3 | 17 | -2 | -46 | 16 | 1 | -8 | -2
O=C(CCNC(=O)Cn1ccc2ccccc2c1=O)NCCCN1CCN(c2ccccc2F)CC1 | 7 | -4 | -8 | -4 | -16 | -1 | -2 | -1 | 0
CCN1CCN(C(=S)c2ccc(SC)cc2)CC1 | 34 | 12 | 17 | -9 | 13 | 11 | -3 | 0 | 1
CN(CC(=O)Nc1c(Cl)cccc1Cl)C(=O)Cc1ccc2c(c1)CCC2 | 10 | -4 | 4 | -2 | -5 | 0 | -8 | -3 | 0
COc1ccc(C#Cc2c(-c3ccc(OC)cc3)oc3ccc(-c4ccc(OC)cc4)cc23)cc1 | 0 | -1 | 4 | 0 | i | -1 | 1 | -7 | -2
Cc1nn(CCc2nn[nH]n2)c2nc(-c3ccccc3)cc(C(F)(F)F)c12 | -19 | 5 | 13 | 14 | -401 | 7 | 8 | 3 | 1
COc1ccc(CCC(=O)Nc2cccc(S(=O)(=O)N3CCCCCC3)c2)cc1OC | 5 | 2 | 9 | 0 | 9 | 6 | 7 | 12 | -2
CCOCCCn1c(=S)[nH]c2ncccc2c1=O | 3 | -5 | 2 | -3 | 20 | -4 | 6 | -6 | 4
CCCC(C)NC(C)C(=O)NC1CCCC1 (stereo not given) | -7 | -3 | -6 | -10 | 11 | 11 | 5 | 1 | 2
COc1cc(OC)cc(C(=O)NC(C(=O)N2CCc3ccccc3C2)C(C)C)c1 (stereo not given) | 3 | -8 | 21 | 5 | 7 | 11 | -5 | -3 | 2
Cc1ccc(C(=O)O/N=C(\N)Cc2cccs2)c(Cl)c1 | -4 | 70* | -7 | 3 | 0 | 25 | 85* | 87* | 1
O=C(CSC1=NNC(c2ccccn2)S1)Nc1ccccc1 (stereo not given) | 18 | 4 | -12 | -32 | 48* | 9 | 9 | -18 | 2
COc1ccc(S(=O)(=O)N2CCN(Cc3cc(OC)c(O)c(OC)c3)CC2)cc1 | 18 | -5 | -1 | 1 | 16 | 6 | 3 | 8 | 1
C1=Cc2ccccc2Nc2ccccc21 | 7 | -2 | -8 | -3 | -15 | 40 | 6 | -2 | -1
Cc1ccc2c(c1)-c1c(cnn1CC(=O)NC(C)CCc1ccco1)CO2 (stereo not given) | 17 | -3 | 9 | 1 | -1 | 16 | -1 | 4 | -8
CCn1c(NC(=O)/C=C/c2ccc(F)cc2)nc2ccccc21 | 0 | -13 | 25 | -23 | -52 | 15 | -10 | -24 | -17
Cc1ccc(NC(=O)c2ccccc2Cl)cc1-n1cnnn1 | -10 | -4 | -12 | -11 | 3 | 1 | -4 | -5 | 0
Cc1ccc(NC(=O)Nc2nnc(Cc3ccc([N+](=O)[O-])cc3)s2)cc1 | -26 | 6 | -11 | -6 | 4 | 17 | 11 | 3 | 2
COc1ccccc1CN1CCNC(=O)C1CC(=O)NCc1c(C)n[nH]c1C (stereo not given) | -9 | -1 | -1 | -9 | -19 | -1 | -2 | -4 | -14
NS(=O)(=O)c1cc(C(=O)OCC(=O)Nc2ccc(Cl)cc2[N+](=O)[O-])ccc1Cl | -14 | 6 | 7 | 14 | 21 | 9 | 3 | 1 | -1
Cc1cc2nccc(-c3ccncc3)n2n1 | -14 | 3 | -9 | 1 | 16 | 7 | 5 | -6 | 1
CC(C)c1ccc(N=C2N=C(N)c3ccccc32)cc1 | 59* | -9 | -12 | 0 | 28 | -6 | -9 | 9 | 2
Cn1c(C(=O)N2CCN(Cc3ccc4c(c3)OCO4)CC2)cc2c(=O)n(C)c3ccccc3c21 | 21 | -6 | -3 | 2 | -47 | 17 | 2 | -9 | -2
Cc1ccc(NC(=O)CCC(=O)Nc2nnc(C3CCCCC3)s2)cc1 | -15 | -16 | 4 | -7 | 7 | 9 | 5 | 10 | 2
O=C(O)c1cccc(N2C(=O)/C(=C/c3ccc([N+](=O)[O-])cc3)C=C2c2ccccc2)c1 | -5 | 1 | -4 | 2 | 30 | 20 | -3 | 20 | 32*
Cc1ccc([C@@H]2[C@@H]3C(=O)N(C)C(=O)[C@@H]3[C@]3(C)C(=O)N(Cc4ccc(-c5ccccc5)cc4)CC(=O)N23)o1 | 0 | 1 | 0 | -4 | 1 | 0 | 7 | -1 | 0
COc1cc(NC(=O)c2cc(-c3ccc4c(c3)OCO4)on2)cc(OC)c1OC | 13 | 6 | 1 | 1 | 5 | 11 | 2 | -9 | -2
